Integrin act MD – activates integrin-mediated alleviation for muscular dystrophy; alpha7betagal myoblasts, beta-gal FDG fluorescence, 48 h; hit rate 0.064% among 350,000; Potency, µM (highest dose often 38.3 µM), without a hit: at the highest dose activation, usual class: activators;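 note: potency is the fitted concentration of half-maximal effect; 100% = response of the positive control SU9516; nearly all actives have a fitted effect of over 60% in size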
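Alpha7betagal+/- myoblasts (passage 13) were plated 16-24 hr, then exposed to compounds (1:260 dilution of DMSO stock) for 48 hours at 37C. After MPER lysis, β-galactosidase reporter activity was read as FDG fluorescence (ex 480/em 540) after 30 minutes.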
MBNL1-CUG inh – inhibitors of human MBNL1 binding to CUG repeat RNA; hit rate 0.036% among 280,000; AID 2675; TR-FRET MBNL1-His/biotin-(CUG)12 binding, 665/545 ratio; Potency, µM (doses to about 57.5 µM), for the others: top-dose activity change, negative = inhibition, most hits filed as inhibitors; active = well fitted inhibition curve with a large enough effect in the signal ratio, with a control signal flat, not every such curve was filed as active; inconclusive = small, poorly fitted or top-dose-only effect, or effect the other way, or a change in a side signal; inactive = no such curve, though single readings can be large or run the other way; the % refers to the signal ratio; note: potency is the fitted concentration of half-maximal effect; % is set by controls: 0 for no effect and ±100 for the full control effect
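Compound titration spanned 92 nM–58 uM against the MBNL1-His/biotin-(CUG)12 complex. After 60 min at room temperature with 5 nM streptavidin-XL665 and 0.055 ng/ul terbium anti-His, ratiometric 665/545 nm emission (Ex 340 nm) normalized to controls.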
A-T KAP1 phos – potential ataxia-telangiectasia treatments restoring KAP-1 phosphorylation | […] A-T fibroblasts, KAP-1 phosphorylation AlphaLISA; neocarzinostatin DNA damage 30 min before lysis | Potency, µM (titrated, usually from 57.5 µM), for the others: at the top dose activation, most hits filed as activators | hit rate 0.19% among 320,000 | AID 485349; note: potency is the fitted concentration of half-maximal effect; % of control where 0% means no effect; nearly all actives have a fitted effect of over 45% in size
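hTERT-immortalized A-T patient fibroblasts ([…]), 500 cells/well in OPTI-MEM, 1% FBS, got compounds for 60 min, then NCS for 30 min at 37C. Lysates were then assayed for phospho-KAP-1 by AlphaLISA (anti-pKAP1 donor, anti-KAP1 acceptor beads), 6 hr at 25C.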
TSHR antagonist – human thyrotropin receptor antagonism | P16473 | TSHR-expressing cells, TSH-stimulated cAMP HTRF, 2 h; stronger effect = lower value | activity change, negative = inhibition, % at 11.5 µM | hit rate 0.2% among 330,000;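 active = activity change below a set negative limit, meaning inhibition stronger than a set level, cut at about -70% in these data; inconclusive = activity change between two set negative limits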; note: % is set by controls: 0 for no effect and ±100 for the full control effect
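Cell-based HTRF cAMP assay; TSHR cells + compound, TSH EC80 (4nM final), 2 h, 37 deg C. Lysis with anti-cAMP cryptate and cAMP-d2, 30 min RT, read 665/620 nm.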
TSG101-PTAP inh – blocks PTAP/TSG101 interaction to inhibit HIV-1 budding | AID 493005 | 340,000 tested, under 10 active | Q99816 | Fluorescence polarization, FITC-PTAP peptide / Tsg101 binding | Potency, µM (titrated, usually from 115 µM), for the others: top-dose activity change, negative = inhibition, usual class: inhibitors; active = well fitted inhibition curve with a large enough effect in the main read-out, with a control signal flat, not every such curve was filed as active; inconclusive = small, poorly fitted or top-dose-only effect, or effect the other way, or a change in a side signal; inactive = no such curve, though single readings can be large or run the other way; note: potency is the fitted concentration of half-maximal effect; % of control where 0% means no effect
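Steps: Tsg101 binding domain dispensed (10 uM final), compounds pinned in DMSO, FITC-labeled PTAP-motif peptide added (50 nM final); after 20 min binding at room temperature, polarization measured.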
Mito fusion yeast – blocks mitochondrial division or promotes mitochondrial fusion; AID 485298; Potency, µM (highest dose often 46.1 µM), inactives show at the top dose growth rescue (activation), hits mostly activators; hit rate 0.23% among 320,000; S. cerevisiae fusion-defective mutant growth rescue, CellTiterGlo 48 h;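 note: potency is the fitted concentration of half-maximal effect; % of control where 0% means no effect; nearly all actives have a fitted effect of over 45% in size; temperature-sensitive fusion mutants such as fzo1-1 at 37 °C on non-fermentable ethanol glycerol medium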
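Compounds are tested for their ability to restore growth of mitochondrial fusion-defective yeast strains at non-permissive 37C in YPEG medium over 48 hours. Viability is quantified by luciferase luminescence.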
MLL CXXC-DNA inh – blocks binding of human MLL CXXC domain to DNA; Potency, µM (highest dose often 115 µM), for inactives: top-dose activity change, negative = inhibition, hits mostly inhibitors; hit rate 0.037% among 290,000; Q03164; AID 2662; MLL-CXXC / FITC-HOXA9 DNA fluorescence polarization; active = well fitted inhibition curve with a large enough effect in the polarisation, with a control signal flat, not every such curve was filed as active; inconclusive = small, poorly fitted or top-dose-only effect, or effect the other way, or a change in a side signal; inactive = no such curve, though single readings can be large or run the other way; the % refers to the polarisation; note: potency is the fitted concentration of half-maximal effect
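Steps: dispense CXXC domain solution (7 uM) → pin compounds or unlabeled HOX-A9 DNA control → 5 min ambient → add FLSN-HOX-A9 solution (50 nM) → spin → 30 min ambient → fluorescence polarization. Tris pH 7.5/NaCl/DTT/BSA buffer.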
Menin MLL FP TR – menin-MLL binding inhibition, Texas Red mutant peptide. O00255. Menin + Texas Red MLL mutant peptide, fluorescence polarization. Potency, µM (doses to about 61.6 µM), for the others: top-dose FP activity change, negative = inhibition, actives largely listed as inhibitors. hit rate 0.23% among 270,000; active = well fitted inhibition curve with a large enough effect in the polarisation, with a control signal flat, not every such curve was filed as active; inconclusive = small, poorly fitted or top-dose-only effect, or effect the other way, or a change in a side signal; inactive = no such curve, though single readings can be large or run the other way; the % refers to the polarisation; note: potency is the fitted concentration of half-maximal effect; % of control where 0% means no effect; many of its hits are not listed in these tables
S-ASM inh – human S-ASM enzyme inhibition; P17405; placental ASM, HMU-PC fluorogenic substrate, 60 min; Potency, µM (doses to about 57.5 µM), for the others: top-dose activity change, negative = inhibition, hits mostly inhibitors; hit rate 0.006% among 340,000; AID 504937; note: potency is the fitted concentration of half-maximal effect
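Fluorescence read-out (Ex 386 nm, Em 447 nm) after stopping the reaction at pH 10. Enzyme: ASM from human placenta; substrate HMU-PC0, 9 uM final; 60 min, 37 °C. Compound preincubation 10 min, ambient temperature.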
TCR act – activators of T cell receptors; Potency, µM (highest dose often 9.22 µM), for inactives: top-dose activation of IL-2 secretion, most hits filed as activators; 330,000 tested, under 10 active; AID 504894; primary human leukocytes, anti-CD3, IL-2 HTRF, 48 h; note: % of control where 0% means no effect
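IL-2 release read by HTRF sandwich (Eu cryptate donor, d2 acceptor, 665 nm emission) after 48 hr exposure of primary human leukocytes to compound together with anti-CD3 beads in the absence of co-stimulatory signals.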
* marks the source's active call; other numbers are inactive results; ? = inconclusive; . = no result given; [ ] = dose if it differs, or a comment. Unless noted, calls come from the whole dose curve; as a rule, active = well fitted curve in the direction sought with a large enough effect; inconclusive = small, poorly fitted or top-dose-only effect, or another doubt; inactive = no such curve, though single readings can be large; an effect the other way counts as inactive or inconclusive. This is a subset; count on the stated rates, not on these rows.

SMILES	Integrin act MD	MBNL1-CUG inh	A-T KAP1 phos	TSHR antagonist	TSG101-PTAP inh	Mito fusion yeast	MLL CXXC-DNA inh	Menin MLL FP TR	S-ASM inh	TCR act
CN(Cc1ccccc1)C(=O)CN1C(=O)COc2ccc(S(=O)(=O)N3CCCC3)cc21	0%	-10%	10%	17	3%	23%	-8%	-20%	1%	-2%
Cc1c(Cl)c(=O)oc2cc(OCC(=O)NCc3cccs3)ccc12	33%	30%[activator]	0%	-10	-6%	-5%	-17%	-3%	109%[activator]	4%[46.1 µM]
Cn1c(Cn2c(=O)sc3ccccc32)nnc1SCC(=O)Nc1ccccc1	3%	-9%	-2%	-10	0%	-3%	0%	-1%	4%	-10%[46.1 µM]
CN1CC(C(=O)Nc2ccc(F)c(Cl)c2)CC1=O (centres undefined)	5%	-2%	8%	8	-5%	-1%	-6%	17%	1%	.
COC(=O)Cc1ccc2sc(-c3ccccc3)nc2c1	5%	-1%	17%	-10	-3%	0%	-7%	-9%	7%	-4%[46.1 µM]
Cc1ccc(-n2nc3c(=O)n(CCCC(=O)NCc4ccc(C)o4)nc(C)c3c2C)cc1	3%	-4%	6%	2	-3%	17%	3%	?	-3%	1%
CCC(=O)N/C(=N/c1nc(C)cc(C)n1)Nc1ccccc1	-20%	-13%	8%	15	-2%	-4%	-5%	.	4%	11%
Cc1ccc2nc(SCC(=O)Nc3cccc(S(=O)(=O)N(C)C)c3)[nH]c2c1	-8%	-8%	-1%	-4	13%	-3%	-4%	6%	-7%	-1%[46.1 µM]
CCN(CC(=O)Nc1cccc(S(=O)(=O)N2CCOCC2)c1)Cc1ccccc1	13%	.	11%	-8	0%	5%	.	.	0%	-1%
O=C(CCC1CCCCC1)Nc1c[nH]c(=O)[nH]c1=O	8%	-5%	2%	13	-12%	4%	-3%	1%	-1%	1%
O=C(Nc1ccccc1F)c1ccc(COc2ccc(Cl)cc2Cl)o1	-4%	?	8%	6	-6%	1%	-1%	8%	-12%	2%[46.1 µM]
CCCC[C@]12Cc3cc(C#N)ccc3C(O1)c1c(cc(-c3ccccc3)oc1=O)O2	.	7%[11.5 µM]	8%[11.5 µM]	.	.	2%[9.22 µM]	-13%[23 µM]	-12%[11.7 µM]	.	.
COc1ccccc1-n1c(N)c(C(=O)NCC2CCCO2)c2nc3ccccc3nc21 (centres undefined)	8%	?	16%	-15	-5%	-12%	2%	10%	.	-7%[46.1 µM]
COc1ccccc1C(O)Cc1nc2ccccc2n1C (centres undefined)	16%	-2%	3%	-9	-3%	0%	-4%	2%	0%	-3%
Cc1cccc(C)c1NC(=S)N(CCCN1CCN(C)CC1)Cc1cccs1	-14%	-3%	-4%	-7	-1%	-3%	5%	-16%	0%	2%
CC(Sc1ccccc1)C(=O)N1CCN(S(=O)(=O)c2cccc(Br)c2)CC1 (centres undefined)	26%	-6%	2%	4	0%	?	21%	0%	-1%	7%
O=C(c1cccs1)N1CCN=C1SCc1ccccc1	6%	2%	10%	8	-8%	0%	26%	-9%	0%	-1%
CN(C)C(=O)CCc1ccc2c3c([nH]c2c1)[C@]1(CCc2ccccc2)[C@@H](C(=O)N2CCCCC2)C[C@H](CC(=O)NCCCn2ccnc2)C(=O)N1CC3	-2%	.	3%[11.5 µM]	-6	-5%	.	.	.	4%	1%[46.1 µM]
CCc1ccc(NC(=O)C(CC)Sc2nc3cc4c(cc3c(=O)n2Cc2ccco2)OCO4)cc1 (centres undefined)	-69%[inhibitor]	13%	.	3	-6%	-4%	-4%	0%	-6%	-1%
CCOc1ccccc1N1CCN(C/C=C/c2ccc(N(C)C)cc2)CC1	-2%	-2%	.	-11	-2%	5%	-4%	-11%	-4%	-4%
COC(=O)c1c(C)nc2nonc2c1N	-16%	?	-3%	-4	0%	-7%	?	12%	159%[activator]	-3%
Cc1nn(Cc2ccccc2Cl)c2sc(C(=O)Nc3nccs3)cc12	-15%	89%[activator]	17%	-20	1%	0%	-1%	?	34%	3%[46.1 µM]
O=C(Nc1ccc(Cl)c(S(=O)(=O)N2CCCC2)c1)c1cc(=O)[nH]c2ccccc12	5%	.	1%	.	-2%	.	.	.	-4%	-1%
COC(=O)/C(N=Nc1c(C)n(C)n(-c2ccccc2)c1=O)=C(\C)O	2%	?	-5%	-7	3%	0%	-2%	-13%	1%	5%[46.1 µM]
CC(=O)c1ccc(NC(=O)CSc2nc(=O)cc(N)n2-c2ccccc2)cc1	-11%	12%	0%	3	0%	3%	15%	3%	3%	-1%
COc1ccc2cc(CN(Cc3cccnc3)S(=O)(=O)c3ccccc3)c(=O)[nH]c2c1	8%	7%	1%	-12	-3%	9%	0%	3%	-1%	-1%
Cc1nc2c(Br)cc(Br)cc2c(=O)n1-c1ccccc1NC1OCC(O)C(O)C1O (centres undefined)	-10%	.	.	.	-7%	.	.	.	1%	-10%
COCCCNC(=S)NCCNc1nc2c(C)c(C)ccc2cc1C#N	-9%	99%[activator]	3%	-8	-2%	2%	4%	-9%	120%[activator]	3%
Cc1nc(N2CCCCC2)c2c(C)c(C(=O)Nc3cccc(C(F)(F)F)c3)sc2n1	26%	0%	-1%	-23	-1%	-1%	9%	21%	?	-4%
COc1ccc(-c2cc(C(=O)N3CCCCCC3)c3ccccc3n2)c(OC)c1	-52%[inhibitor]	9%	-8%	3	-1%	-10%	2%	-5%	139%[activator]	-10%
CCN(CC)S(=O)(=O)c1ccc(N2CCCCC2)c(NC(=O)/C=C/c2cc(OC)c(OC)c(OC)c2)c1	-8%	3%	0%	-7	-1%	-9%	-16%	5%	-2%	-4%[46.1 µM]
O=C(CSc1nc2ccsc2c(=O)n1Cc1ccccc1)NCC1CCCO1 (centres undefined)	5%	-1%	4%	5	-1%	2%	10%	-4%	1%	0%
Cc1cc(C)cc(NC(=S)N(Cc2cccc(Br)c2)CC2CCC(C(=O)O)CC2)c1 (centres undefined)	-2%	-18%	2%	-2	-3%	5%	8%	?	-1%	-1%
COCCN1C(=O)N[C@@H](CCc2ccccc2)[C@H](C(C)=O)[C@H]1C	0%	-24%	?	16	0%	-34%[inhibitor]	2%	5%[11.7 µM]	2%	17%
Cc1ccc(C(=O)NCC(=O)OCC(=O)NC2CCCCCCC2)cc1	-23%	3%	9%	-6	-4%	1%	5%	.	1%	2%
CS(=O)(=O)N1CCN(C/C=C/c2ccccc2)CC1	-1%	2%	-4%	9	-5%	2%	-2%	-6%	1%	-8%
Cc1ccc(S(=O)(=O)N/N=C/c2ccc(OS(=O)(=O)c3ccc(C)c([N+](=O)[O-])c3)cc2)cc1	0%	11%	3%	-11	0%	6%	0%	?	-3%	1%
CC(C)C(NC(=O)COc1ccccc1)C(=O)O (centres undefined)	-14%	-2%	1%	5	-8%	-1%	4%	-4%	3%	9%
COc1ccc(/C=N/n2c(-c3n[nH]c4c3CCC4)n[nH]c2=S)cc1OC	15%	-13%	1%	-6	-1%	0%	8%	-6%	-6%	2%[46.1 µM]
O=C(Nc1ccc2c(c1)N(Cc1ccccc1)C(=O)c1ccccc1S2)NC1CC1	14%	9%	-12%	-6	-9%	9%	6%	.	-17%	-3%
COc1ccc(Cn2nnnc2C(c2ccc(N(C)C)cc2)N2CCC(C(N)=O)CC2)cc1 (centres undefined)	9%	4%	1%	4	1%	-4%	-16%	-4%	-3%	7%
CC(C)C(NC(=O)OCc1ccccc1)C(=O)OCC(=O)NCc1ccco1 (centres undefined)	-32%	-1%	-4%	97	-8%	0%	-2%	-17%	-6%	-4%
COc1ccc(N2C(=O)Cc3ccccc3C2=O)cc1	-17%	8%	-2%	-8	0%	-1%	10%	4%	136%	-5%
Cc1nn(C)c(Cl)c1CN1CCCC(CCC(=O)NCc2ccccc2F)C1 (centres undefined)	-13%	-22%	3%	-1	-3%	14%	-1%	2%	2%	2%
Cc1ccc(/C(N)=N/OC(=O)CCC2CCCC2)cc1	8%	-5%	5%	-6	2%	4%	1%	-7%	2%	-3%
CC1Cn2c(COc3ccccc3)nnc2S1 (centres undefined)	0%	-4%	1%	-10	-1%	-1%	-12%	-1%	0%	2%[46.1 µM]
Cc1cc(Br)ccc1NC(=O)CCSc1ccccc1	-1%	-17%	2%	12	1%	6%	0%	?	-1%	.
CCOc1c(CNCc2ccc(C(=O)O)cc2)cccc1OC	-9%	-1%	-2%	-2	-4%	22%	-5%	3%	2%	-4%
Cc1ccnc(NC(=O)CN(C)S(=O)(=O)c2cccc3nsnc23)c1	-7%	?	0%	-13	-7%	3%	0%	0%	-13%	-31%
